IDE cell inh – cellular human IDE inhibition | AID 434962 | P14735 | inhibition, % at 5.59 µM | actives 0.41% (n = 320,000) | HEK cells, FAbetaB cleavage, fluorescence polarization;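 active means percent inhibition above the average of all tested compounds plus 3 SD, set per screening campaign, cut at about 16% in these data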;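 further: IDE supplied by intact live HEK cells; FP after avidin binding of uncleaved biotin substrate so inhibition keeps polarization high; 0% = DMSO wells and 100% = 60 µM reference IDE inhibitor Ii1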
IMP-1 inhibitor – inhibitors of Pseudomonas aeruginosa IMP-1 metallo-beta-lactamase; inhibition, % at 5.6 µM; AID 1556; purified IMP-1, nitrocefin hydrolysis, epi-absorbance fluorescence; actives 0.45% (n = 290,000);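 active means inhibition above the mean plus 3 SD of all compounds in the same screening run, cut at about 4.5% in these data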;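 further: 0% = IMP-1 with DMSO and 100% = DMSO wells lacking enzyme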
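System: purified IMP-1; amount: IMP-1 0.2 nM before substrate addition; compound: single dose, 5.6 µM; times: 25 °C, 15 min preincubation, 25 min reaction; signal: Epi-absorbance via hydrolysed-nitrocefin quenching of white-plate fluorescence, 480/530 nm, EDTA stop; benchmarks: DMSO with and without IMP-1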
NALP1 inh – inhibitors of NALP1 inflammasome in yeast | AID 2071 | S. cerevisiae NALP1/ASC/caspase-1 growth, X-gal OD620, 72 h | actives 0.61% (n = 280,000) | inhibition, % at 10 µM; in the data active means inhibition mostly above about 24%, no sharp cut-off; inactive means mostly below about 32%; further: some compounds called inactive have numbers as strong as hits
M18AAP inhibitor – PfM18AAP enzyme inhibition; recombinant PfM18AAP, H-Glu-NHMec fluorogenic cleavage; inhibition, % at 7.35 µM; actives 1.2% (n = 290,000);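 active means inhibition above the campaign mean inhibition over all tested compounds plus 3 SD, cut at about 28% in these data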;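 further: 0% = plate median of test compound wells and 100% = 2 mM ZnCl2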
p-CIP stab down – p/CIP protein destabilization; F442A p/CIP-EGFP cells, EGFP fluorescence, 16 h; decrease of EGFP signal, % at 10 µM; actives 0.01% (n = 290,000); AID 1984;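 active means EGFP signal decrease of at least 30% at 10 µM or well 3 SD below plate mean, unless failing retest; inactive means the rest, including hits failing retest or dose response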; further: some compounds called inactive have numbers as strong as hits; many of its hits are not listed in these tables
GPR7 antagonist – human neuropeptides B/W receptor 1 antagonism; P48145; GPR7-expressing cells, fluorescence antagonist assay; inhibition, % at 4.4 µM; actives 1.1% (n = 290,000); AID 1861; in the data active means inhibition above about 16%, passing the limit was not always enough;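 further: cells stimulated with the agonist NPW; 0% = agonist with vehicle and 100% = vehicle without agonist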
Target sequence (P48145 whole entry, looked up): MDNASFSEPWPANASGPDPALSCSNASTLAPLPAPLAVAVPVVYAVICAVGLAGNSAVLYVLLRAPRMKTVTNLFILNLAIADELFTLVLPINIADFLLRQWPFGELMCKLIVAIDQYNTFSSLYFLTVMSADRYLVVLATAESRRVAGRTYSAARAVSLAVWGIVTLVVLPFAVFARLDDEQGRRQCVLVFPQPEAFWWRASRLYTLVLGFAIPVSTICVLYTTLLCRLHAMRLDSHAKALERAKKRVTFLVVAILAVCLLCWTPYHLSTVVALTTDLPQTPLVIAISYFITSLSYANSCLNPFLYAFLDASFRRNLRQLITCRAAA
IDE cell activ – boosts human insulin-degrading enzyme activity in HEK cells. activation, % at 5.96 µM. AID 493087. P14735. FAbeta-B cleavage, fluorescence polarization; 0% vehicle, 100% cell-free pure enzyme wells. actives 0.073% (n = 340,000);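 active means activation above the mean of all tested compounds plus 3 SD, set per screening campaign, cut at about 17% in these data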
VIM-2 inhibitor – blocks Pseudomonas aeruginosa VIM-2 metallo-beta-lactamase; purified VIM-2, nitrocefin hydrolysis, epi-absorbance fluorescence; inhibition, % at 5.6 µM; actives 0.89% (n = 290,000); AID 1527;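 active means inhibition above the mean of all tested compounds plus 3 SD, cutoff set per screening run, cut at about 7.5% in these data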;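 further: red hydrolysis product quenches plate fluorescence so inhibitors raise well fluorescence; 0% = enzyme with DMSO and 100% = DMSO without enzyme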
PHOSPHO1 block – inhibitors of human PHOSPHO1 phosphatase. Q8TCT1. recombinant PHOSPHO1, absorbance phosphatase assay. inhibition, % at 13.3 µM. actives 1.1% (n = 290,000). AID 1565; in the data active means inhibition above about 60%
Target sequence (Q8TCT1 whole entry, looked up): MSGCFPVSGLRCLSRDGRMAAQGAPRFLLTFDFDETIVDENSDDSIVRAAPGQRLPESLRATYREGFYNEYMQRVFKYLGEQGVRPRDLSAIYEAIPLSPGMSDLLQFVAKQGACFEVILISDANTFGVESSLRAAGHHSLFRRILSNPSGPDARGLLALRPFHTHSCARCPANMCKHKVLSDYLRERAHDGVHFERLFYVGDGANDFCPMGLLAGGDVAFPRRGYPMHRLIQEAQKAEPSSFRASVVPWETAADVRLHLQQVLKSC
* marks the source's active call; other numbers are inactive results; x = not tested or not shown; & = joins results of further samples. Compounds as they come, and some 5.3% of all compounds hit somewhere here.

SMILES	IDE cell inh	IMP-1 inhibitor	NALP1 inh	M18AAP inhibitor	p-CIP stab down	GPR7 antagonist	IDE cell activ	VIM-2 inhibitor	PHOSPHO1 block
COc1ccc(/C=C/C(O)=C2/C(=O)N(C)C3(C)CC2c2ccccc2O3)cc1 (configuration not stated)	3	-3.6	14	-14	-9	-3	1	-0.3	21
Cc1cc(C)nc(CCNC(=O)C2CCC(=O)N(Cc3ccccc3F)C2)n1 (configuration not stated)	5	-1.9	4	-2	-4	-10	5	-0.1	1
COc1ccc(OC)c(NCc2nnc(-c3ccccc3)o2)c1	x	-0.3	20	-4	2	-1	5	0.4	19
CC(=O)N1c2ccc3ccccc3c2C(C)CC12CCCCC2 (configuration not stated)	3	-2.6	-9	6	-9	4	-1	-1.3	11
Cc1cccc(NC(=O)NCC(c2ccc(F)cc2)N2CCN(C)CC2)c1 (configuration not stated)	4	-1.7	8	-3	16	-2	1	-1.3	29
CSc1ccc(CN2CCc3c([nH]c4ccccc34)C2)cc1	3	1.8	31	15	11	19	7	0.8	3
CC(C)c1ccc(C2(O)C(=O)Nc3cc(Br)ccc32)c(O)c1 (configuration not stated)	-1	-0.6	-9	-3	3	22	-2	-0.3	x
COc1ccccc1NCC(O)COc1ccc(C(C)(C)C)cc1 (configuration not stated)	-3	-1.1	22	0	14	-13	11	-1.9	-35
c1ccc(COc2ccccc2CNC2CCCC2)cc1	-4	-1.4	16	-1	-4	13	3	-1.1	44
COC(=O)[C@H](C)NC(=O)NCc1ccccc1	4	-1.6	6	-9	-12	-2	-6	-1.3	7
Cc1[nH]nc(SCC(=O)NCc2ccc(Cl)cc2)c1[N+](=O)[O-]	4	-2.9	-6	4	12	0	-2	-3.9	-18
CC(C)CCNC(=O)CN(Cc1ccco1)C(=O)c1snc(C(N)=O)c1N	0	-3.6	12	8	-6	-5	3	-4.8	44
CCNS(=O)(=O)c1ccc(CCC(=O)N2CCN(C(=O)OCC)CC2)cc1	5	0.3	x	-4	3	-3	6	-1.7	x
COc1ccc(CNC(=O)/C=C/c2cc([N+](=O)[O-])ccc2OC(F)F)cc1OC	1	-3.1	-15	-4	-5	3	9	-3.5	9
CC(=O)CSc1cc(C)nc2c(-c3ccccc3)c(C)nn12	6	-0.5	16	-7	-8	-8	3	-1.5	21
CC(=NCc1cccnc1)C1=C(O)c2ccccc2C1=O	2	-2.5	12	-2	6	-1	-2	0.3	14
CCc1cc(=O)oc2c(C)c(OCC(=O)NCCN3CCOCC3)ccc12	1	-1.4	36	0	2	-2	5	6.9	22
O=C(NNC(=O)c1ccccc1O)c1cccc(Br)c1	-2	-6.2	12	30*	-3	-6	6	-3.1	3
CC(=O)c1c(N2CCN(C)CC2)nc(=S)n(Cc2ccccc2)c1C	6	-2.2	29	-4	-8	-13	2	-1.3	-5
CCCCCC1CC(CC#CCN2CCOCC2)C(=O)O1 (configuration not stated)	6	-1.9	6	0	-12	-2	-6	-0.7	-1
CC(C)CN1C(=O)/C(=C/c2ccco2)NC1=S	-1	-0.1	21	10	-8	0	-5	-2.1	9
O=C(CSc1ncn[nH]1)Nc1nnc(-c2ccccc2)s1	4	-1.4	-15	64*	-21	4	-6	-4.3	-27
CCOc1cc(NC(=S)N2CCC(C(N)=O)CC2)c(C(=O)OC)cc1OCC	-3	-2.8	-8	2	0	-26	6	-1.2	7
COC(=O)CC1Oc2ccccc2N(Cc2ccccc2)C1=O (configuration not stated)	-2	-1.1	8	-2	-27	-5	-2	0.0	6
O=C(/C(C=Nc1ccc(Br)cc1)=C(/O)c1ccco1)C(F)(F)F	7	-0.4	37	-4	-6	-3	-1	-1.7	-2
SMILES	IDE cell inh	IMP-1 inhibitor	NALP1 inh	M18AAP inhibitor	p-CIP stab down	GPR7 antagonist	IDE cell activ	VIM-2 inhibitor	PHOSPHO1 block
CCc1ccc(-c2cc3c(=O)n(CC(=O)NCCN4CCCCC4C)nc(C)n3n2)cc1 (configuration not stated)	3	-1.4	16	2	-21	12	-1	3.3	16
O=[N+]([O-])c1ccc(N2CCN(c3ccccc3F)CC2)nc1	x	-3.1	-1	4	-8	-1	-2	-6.2	x
O=[N+]([O-])c1ccc(N2CCCCC2)cc1SCCO	-2	-3.5	-7	9	-4	-7	-4	-2.0	-10
COc1ccc(-c2nnn(CCC(=O)O)n2)cc1	0	-3.6	18	-6	9	2	0	-3.8	-2
COc1cc2c(cc1OC)C(c1cccc([N+](=O)[O-])c1)N(C(=O)c1ccccc1C(=O)O)CC2 (configuration not stated)	7	-1.6	2	5	1	-11	8	-4.2	51
Cn1ccnc1SCC(=O)c1cc2ccccc2o1	11	4.6*	-11	6	-8	3	-3	-0.3	91*
Cc1nc2cc(N3CCCCC3)c(NC(=O)c3cccnc3)cc2c(=O)n1Cc1ccccc1	3	-3.4	9	-5	0	-8	-1	-1.9	-65
COc1ccc(-c2ccc(CCC(=O)O)n2NC(N)=O)cc1	1	0.2	x	18	-4	11	4	4.3	19
COC(=O)c1cc(C#N)c(NCc2ccc(Cl)cc2Cl)nc1C	1	-2.6	-14	-8	-6	3	-1	-4.5	45
Cc1ccc(CCNC(=O)C2CCCN(S(=O)(=O)N3CC(C)CC(C)C3)C2)cc1 (configuration not stated)	2	-1.8	13	-2	0	1	3	-3.7	0
CN(C)c1nc(NCc2ccccc2)nc(N/N=C/c2ccccc2F)n1	3	-3.4	-16	1	4	-12	x	-1.6	8
O=C(Oc1cccc2ccccc12)C1CC1	5	1.8	1	7	2	8	-4	1.6	-11
Cc1nn(C(C)C(=O)O)c(C)c1[N+](=O)[O-] (configuration not stated)	2	1.4	-4	-10	0	-3	-1	0.3	52
COC(=O)Nc1ccc(S(=O)(=O)N2CCCC(C(=O)N3CCCCCC3)C2)cc1 (configuration not stated)	-1	-0.7	-8	-10	-2	-13	3	-0.8	18
O=C(COC(=O)C1CC2C=CC1C2)NCc1ccco1 (configuration not stated)	1	-1.3	3	-2	-2	-5	3	0.2	-4
CCC(=O)N(CCC(c1ccco1)C(C)C)Cc1ccccc1 (configuration not stated)	0	-0.6	10	2	0	2	-5	0.2	37
O=C(O)c1ccccc1-c1nc2ccccc2[nH]1	-1	-2.7	3	-10	9	7	3	-0.3	32
O=C(Cn1cccc(C(F)(F)F)c1=O)c1ccc(Cl)cc1	-7	0.0	47	-3	1	6	9	-1.9	27
O=C(O)CCC1COc2ccccc2O1 (configuration not stated)	2	-2.8	3	6	0	-16	6	-1.8	17
COC(=O)Cn1c(=NC(=O)c2ccc(OC)c(OC)c2)sc2cc(OC)ccc21	-2	-3.9	24	-2	6	-3	-1	0.3	6
O=S(=O)(c1ccc(OCC(O)CN2CCN(c3ccc(F)cc3)CC2)cc1)N1CCOCC1 (configuration not stated)	-6	-3.1	8	1	-8	-6	2	-1.5	1
O=C(Nc1ccc(C(=O)NCc2ccc(F)cc2)cc1)C1=CSCCO1	2	-3.5	6	-2	1	4	3	-1.9	43
Cn1nccc1C(=O)N1CCN(S(=O)(=O)c2ccc(Br)s2)CC1	-5	-2.2	2	2	-8	-3	-3	-0.8	37
Cc1cc(Oc2cc(NN3CCCCC3)c([N+](=O)[O-])cc2[N+](=O)[O-])c(C(=O)c2ccccc2)cc1Cl	-4	-6.1	-6	10	-2	-12	7	-4.2	-7
COc1ccc(CNC(=O)CNS(=O)(=O)c2cccc(C#N)c2)cc1OC	x	-2.7	6	6	-11	-10	4	-3.6	38
SMILES	IDE cell inh	IMP-1 inhibitor	NALP1 inh	M18AAP inhibitor	p-CIP stab down	GPR7 antagonist	IDE cell activ	VIM-2 inhibitor	PHOSPHO1 block
CCc1ccc(NC(=O)C2(c3ccccc3)CC2(Cl)Cl)cc1 (configuration not stated)	3	-2.5	6	6	-3	29*	7	-2.4	4
OC(COc1ccc2ccccc2c1)CN1CCOCC1 (configuration not stated)	-3	-2.0	-31	1	-9	-3	-3&0	-3.5	8
COc1cc(-c2cc(=O)c3c(O)c(OC)c(OC)cc3o2)cc(OC)c1O	5	x	-5	x	0	x	6	x	18
CCOc1ccc(CSC(CC(=O)O)C(=O)O)cc1 (configuration not stated)	7	-3.6	5	-7	-3	-2	4	-1.3	17
O=C(CSc1nnc(COc2ccccc2)o1)N1CCN(c2ccccc2)CC1	3	-5.3	3	-8	-11	-8	-4	-1.2	4
COCCN(CCOC)c1cc(C)c(C#N)c2nc3ccccc3n12	10	-4.8	10	0	2	-11	0	-1.7	-7
COc1ccc(NC(=S)N(CCCN2CCOCC2)C(C)c2cc3ccccc3o2)cc1 (configuration not stated)	6	-1.8	-7	-4	7	-6	-1	1.1	-14
Cc1ccc2[nH]c(C(=O)N/N=C/c3ccc([N+](=O)[O-])cc3)c(C)c2c1	x	-0.5	16	-4	7	-9	3	-1.2	33
CC(C)n1nnnc1C(c1ccc(F)cc1)N1CCN(C2CCCC2)CC1 (configuration not stated)	x	-0.7	20	-1	2	13	3	1.6	13
CCOc1ccc(/C(O)=C2\C(=O)C(=O)N(c3cc(C)on3)C2c2ccccc2OC)cc1 (configuration not stated)	6	-1.7	30	1	-15	-13	3	-2.4	22

13 of the compounds above, in CSV form.
mol,IDE cell inh,IMP-1 inhibitor,NALP1 inh,M18AAP inhibitor,p-CIP stab down,GPR7 antagonist,IDE cell activ,VIM-2 inhibitor,PHOSPHO1 block
COC(=O)Cn1c(=NC(=O)c2ccc(OC)c(OC)c2)sc2cc(OC)ccc21,-2,-3.9,24,-2,6,-3,-1,0.3,6
O=S(=O)(c1ccc(OCC(O)CN2CCN(c3ccc(F)cc3)CC2)cc1)N1CCOCC1 (configuration not stated),-6,-3.1,8,1,-8,-6,2,-1.5,1
O=C(Nc1ccc(C(=O)NCc2ccc(F)cc2)cc1)C1=CSCCO1,2,-3.5,6,-2,1,4,3,-1.9,43
Cn1nccc1C(=O)N1CCN(S(=O)(=O)c2ccc(Br)s2)CC1,-5,-2.2,2,2,-8,-3,-3,-0.8,37
Cc1cc(Oc2cc(NN3CCCCC3)c([N+](=O)[O-])cc2[N+](=O)[O-])c(C(=O)c2ccccc2)cc1Cl,-4,-6.1,-6,10,-2,-12,7,-4.2,-7
COc1ccc(CNC(=O)CNS(=O)(=O)c2cccc(C#N)c2)cc1OC,x,-2.7,6,6,-11,-10,4,-3.6,38
CCc1ccc(NC(=O)C2(c3ccccc3)CC2(Cl)Cl)cc1 (configuration not stated),3,-2.5,6,6,-3,29*,7,-2.4,4
OC(COc1ccc2ccccc2c1)CN1CCOCC1 (configuration not stated),-3,-2.0,-31,1,-9,-3,-3&0,-3.5,8
COc1cc(-c2cc(=O)c3c(O)c(OC)c(OC)cc3o2)cc(OC)c1O,5,x,-5,x,0,x,6,x,18
CCOc1ccc(CSC(CC(=O)O)C(=O)O)cc1 (configuration not stated),7,-3.6,5,-7,-3,-2,4,-1.3,17
O=C(CSc1nnc(COc2ccccc2)o1)N1CCN(c2ccccc2)CC1,3,-5.3,3,-8,-11,-8,-4,-1.2,4
COCCN(CCOC)c1cc(C)c(C#N)c2nc3ccccc3n12,10,-4.8,10,0,2,-11,0,-1.7,-7
COc1ccc(NC(=S)N(CCCN2CCOCC2)C(C)c2cc3ccccc3o2)cc1 (configuration not stated),6,-1.8,-7,-4,7,-6,-1,1.1,-14
